# PLK1 PBD block – qHTS for Inhibitors of PLK1-PDB (polo-like kinase 1 - polo-box domain): Primary Screen; Serine/threonine-protein kinase PLK1 (Homo sapiens), P53350; AID 720504, 2013; 360,000 tested, 2.8% active; Plk1 PBD binding of FITC phosphopeptide, fluorescence polarization; Potency, µM, for the others: max response, negative = inhibition, most hits filed as inhibitors; further: potency means the concentration at half of the fitted maximal effect; series mostly up to about 57 µM; on the % scale 0 is the no-effect control and ±100 the full control effect; nearly all actives have a fitted effect of over 65% in size
# Target sequence (P53350 whole entry, looked up, the tested form may be a part): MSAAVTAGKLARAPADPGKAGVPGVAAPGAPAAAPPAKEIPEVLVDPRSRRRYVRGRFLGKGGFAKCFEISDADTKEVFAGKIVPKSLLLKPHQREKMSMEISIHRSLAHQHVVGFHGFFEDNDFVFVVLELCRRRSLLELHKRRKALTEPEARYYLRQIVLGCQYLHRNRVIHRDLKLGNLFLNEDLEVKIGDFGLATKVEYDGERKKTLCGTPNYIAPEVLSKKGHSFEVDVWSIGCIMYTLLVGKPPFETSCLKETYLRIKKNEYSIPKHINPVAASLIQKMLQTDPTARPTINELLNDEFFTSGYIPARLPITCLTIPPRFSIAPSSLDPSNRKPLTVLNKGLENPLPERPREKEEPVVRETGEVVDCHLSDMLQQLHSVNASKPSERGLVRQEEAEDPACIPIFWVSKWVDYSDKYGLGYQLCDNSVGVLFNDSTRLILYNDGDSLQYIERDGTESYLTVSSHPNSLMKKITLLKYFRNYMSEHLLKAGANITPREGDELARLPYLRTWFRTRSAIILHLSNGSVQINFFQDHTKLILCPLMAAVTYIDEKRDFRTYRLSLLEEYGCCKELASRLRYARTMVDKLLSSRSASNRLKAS
# EPAC1 ag – qHTS for Agonist of cAMP-regulated guanine nucleotide exchange factor 3 (EPAC1): primary screen; Rap guanine nucleotide exchange factor 3 (Homo sapiens), O95398; EPAC1 agonist qHTS, biochemical assay; response scale: 100% = response to 6.5 mM cAMP; Potency, µM (top dose mostly 154 µM), for inactives: at the highest dose activation, actives largely listed as activators; 360,000 tested, 0.073% active; further: potency means the concentration at half of the fitted maximal effect; nearly all actives have a fitted effect of over 60% in size
#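 Compounds were pinned as a concentration titration into mixtures of EPAC1 (100 nM), BODIPY-GDP-loaded Rap1B (250 nM) and GDP (50 uM). After 5 min at room temperature, fluorescence was followed for 30 min; activity was scaled to 6.5 mM cAMP.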
# IL-2 act – qHTS of IL-2 Activators. IL-2 activation reporter assay, cell-based qHTS; stimulated with anti-CD3/CD4/CD28 beads; in transgenic mouse T cells. 360,000 tested, 0.065% active. activation, % (series mostly up to about 46 µM). AID 652025, 2013; in the data active means activation above about 50%; inconclusive means mostly about 30% to 49%; further: 0% is about no effect
#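 Quantitative HTS in unstimulated transgenic mouse T cells, with memory T cells as non-tolerant control and PMA/ionomycin as tolerance-bypass control. Compound pretreatment lasted 60 minutes before 18 h bead stimulation; EGFP/DsRed fluorescence read.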
# EPAC1 antag – qHTS for Antagonist of cAMP-regulated guanine nucleotide exchange factor 3 (EPAC1): primary screen. Rap guanine nucleotide exchange factor 3 (Homo sapiens), O95398. Potency, µM (doses to about 115 µM), for inactives: at the highest dose activity change, negative = inhibition, actives largely listed as inhibitors. EPAC1 GEF assay, Rap1b-BODIPY-GDP exchange fluorescence. 360,000 tested, 0.14% active;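 further: potency means the concentration at half of the fitted maximal effect; plate controls were vehicle for no effect and positive control for full effect; nearly all actives have a fitted effect of over 50% in size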
# PI5P4K alpha inh – qHTS for Inhibitors of phosphatidylinositol 5-phosphate 4-kinase (PI5P4K); Phosphatidylinositol 5-phosphate 4-kinase type-2 alpha (Homo sapiens), P48426; PI5P4Kalpha enzyme, ADP-Glo luminescence, 60 min; hits give low values; max response, %; 330,000 tested, 1.2% active; active means max response of -50% or lower; inconclusive means between -30% and -50%; inactive means -30% or higher; further: value at the top dose of about 77 µM; on the % scale 0 is the no-effect control and ±100 the full control effect
# Target sequence (P48426 whole entry, looked up): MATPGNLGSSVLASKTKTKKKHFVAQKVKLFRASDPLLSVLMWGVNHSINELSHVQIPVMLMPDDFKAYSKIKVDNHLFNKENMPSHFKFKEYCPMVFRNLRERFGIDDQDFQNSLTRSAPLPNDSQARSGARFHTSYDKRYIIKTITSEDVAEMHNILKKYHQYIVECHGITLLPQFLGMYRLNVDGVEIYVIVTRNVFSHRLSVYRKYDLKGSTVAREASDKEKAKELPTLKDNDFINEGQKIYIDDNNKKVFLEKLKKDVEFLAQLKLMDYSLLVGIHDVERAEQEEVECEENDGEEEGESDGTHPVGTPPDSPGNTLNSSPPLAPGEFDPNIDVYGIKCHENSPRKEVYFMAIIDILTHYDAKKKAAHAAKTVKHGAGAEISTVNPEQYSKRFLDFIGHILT
#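 Controls without substrate or without enzyme flank wells where PI5P4Kalpha converts substrate using 5 microM ATP (final). Incubation lasts 60 minutes at room temperature; ADP formed is read by ADP-Glo luminescence.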
# WRN inhibitor – qHTS for Inhibitors of WRN Helicase | AID 651768, 2012 | 360,000 tested, 0.46% active | Potency, µM (top dose mostly 114 µM), for the others: at the top dose activity change, negative = inhibition, most hits filed as inhibitors | WRN helicase unwinding, fluorescent forked duplex, kinetic; further: potency means the concentration at half of the fitted maximal effect; on the % scale 0 is the no-effect control and ±100 the full control effect; nearly all actives have a fitted effect of over 55% in size
#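 Screening of the MLSMR collection measured strand separation of a quenched forked DNA duplex (100 nM) by 20 nM WRN with 2 mM ATP, all final. Compounds were preincubated with enzyme 15 min at room temperature.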
# EPAC2 ag – qHTS for Agonist of cAMP-regulated guanine nucleotide exchange factor 4 (EPAC2): primary screen. Rap guanine nucleotide exchange factor 4 (Homo sapiens), Q8WZA2. EPAC2 activation, biochemical qHTS; response scale: 100% = 6.5 mM cAMP response. Potency, µM (series often up to 154 µM), inactives show at the top dose activation, usual class: activators. 360,000 tested, 0.079% active. AID 720711, 2013; further: potency means the concentration at half of the fitted maximal effect; nearly all actives have a fitted effect of over 50% in size
#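 qHTS, titration series. 100 nM EPAC2 / 250 nM Rap1B-BODIPY-GDP / 50 uM GDP; RT; ex 480/em 540 nm, 5-min reads to 30 min. Norm. to 6.5 mM cAMP = activation.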
# CCT modulator – High-Throughput Screening for Modulators of Cytosolic Chaperonin Activity | 360,000 tested, 0.3% active | activity change, % (concentration not given with the values), hits read low | purified chaperonin ATPase assay, HTRF ADP detection, 30 min; in the data active means activity change below about -30%; further: on the % scale 0 is the no-effect control and ±100 the full control effect
#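 TRiC (40 or 20 nM final, by batch activity) in 30 mM Tris pH 7.4, 100 mM KCl, 5 mM MgCl2, 1 mM DTT was treated with compound at 76 uM single dose, then 10 uM ATP, 30 min at 37 °C. ADP was read by HTRF Transcreener.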
# Starred values were filed as active, the others as inactive; ? = inconclusive; . = not tested or not shown; [ ] = dose if it differs, or a comment. Unless noted, the call rests on the fitted dose curve; in most records, active means well fitted curve in the direction sought with a large enough effect; inconclusive means small, poorly fitted or top-dose-only effect, or another doubt; inactive means no such curve, though single readings can be large; an effect the other way counts as inactive or inconclusive. These rows are one share of the data; the hit share may differ from the screen's.
# Fields – PLK1 PBD block	EPAC1 ag	IL-2 act	EPAC1 antag	PI5P4K alpha inh	WRN inhibitor	EPAC2 ag	CCT modulator
CN(c1nc2ccccc2n2c(-c3ccco3)nnc12)S(=O)(=O)c1ccccc1
 : -9%	6%	2.2	-5%	.	-13%	7%	-0.2
O=C1C(=O)N2C(=C1C(=O)N1CCCCCC1)c1ccccc1CC21CCCC1
 : 6%	3%	0.1	7%	-4	-13%	0%	-5.3
O=C(CCCSc1nnc(-c2cccs2)n1CC1CCCO1)c1ccccc1 (stereo not drawn)
 : 1%	4%	-0.9	4%	-1	-2%	4%	3.2
COc1ccc(/C=C/C(=O)OC2CCCN(C)C2)cc1 (stereo not drawn)
 : -7%	7%	0.6	-1%	-1	-7%	5%	-2.4
COc1cccc(C(C)(O)c2nc(-c3ccc(S(C)(=O)=O)cc3)cs2)c1 (stereo not drawn)
 : -11%	-11%	-0.6	-12%	-6	3%[57.1 µM]	2%	-1.2
CCCn1cc(C(=O)N(C)C2CCCN(Cc3ccccc3F)C2)c(C)n1 (stereo not drawn)
 : -1%	2%	-2.0	-7%	12	-11%	-2%	-0.6
Cc1ccc(S(=O)(=O)N[C@@H](C)C(=O)N2CCC(C(=O)N[C@@H](Cc3ccccc3)C(=O)O)CC2)cc1
 : -23%	16%	-3.6	-1%	-1	-2%	6%	-1.1
Cc1nc(CC(=O)Nc2nc(-c3ccccc3)cs2)cs1
 : -8%	8%	0.0	-7%	1	-9%	2%	0.0
C=CCNC(=S)N/N=C/c1ccc(OCc2ccccc2)cc1
 : -1%	7%	2.0	5%	1	-2%	4%	-0.9
Cc1cc(C(=O)N2CCCC(C(=O)c3ccc4ccccc4c3)C2)n(C)n1 (stereo not drawn)
 : -1%	1%	2.7	-6%	-8	1%	0%	0.9
CC12c3ccccc3C(c3ccccc31)C1C(=O)N(Cc3cccnc3)C(=O)C12 (stereo not drawn)
 : -6%	2%	-2.2	8%	.	-3%[57.1 µM]	8%	-1.2
COc1ccc(C(CNC(=O)COc2ccccc2C)N2CCOCC2)cc1 (stereo not drawn)
 : 5%	8%	-3.0	10%	-1	7%	-2%	-3.3
O=C(CSCC(=O)c1ccc([N+](=O)[O-])cc1)c1ccc([N+](=O)[O-])cc1
 : ?	6%	-0.4	-8%	?	-9%	5%	1.4
Cc1cc(=S)c2ccccc2[nH]1
 : ?	8%	-0.7	-19%	1	-14%	10%	-3.1
COC(=O)[C@H](CC(C)C)NC(=O)Nc1ccccc1F
 : 0%	4%	-0.2	0%	0	-2%	2%	-1.3
C[C@@H]1CN([C@H](C)CO)C(=O)CCCn2cc(nn2)CO[C@H]1CN(C)S(=O)(=O)c1ccccc1C#N
 : -15%	-4%	0.9	19%	6	0%	10%	5.8
Cn1c(SCC(=O)Nc2ccc3cn[nH]c3c2)nnc1-c1cccs1
 : -3%	6%	0.8	-3%	-20	-5%	9%	0.7
Cc1cc2c(cc1S(=O)(=O)N(C)C1CCCCC1)OCC(=O)N2
 : -4%	-18%	-2.4	10%	2	7%	0%	-1.9
O=C(NCc1cccnc1)c1ccc([N+](=O)[O-])o1
 : -5%	12%	0.2	-8%	1	-2%	8%	2.0
O=C(CCn1c(=O)oc2cc(Cl)ccc21)Nc1ccc(O)cc1
 : 3%	-7%	-0.7	2%	6	-11%	-5%	0.4

# Some of the entries so far, with each value named:
SMILES: O=C1C(=O)N2C(=C1C(=O)N1CCCCCC1)c1ccccc1CC21CCCC1
  PLK1 PBD block = 6%	EPAC1 ag = 3%	IL-2 act = 0.1	EPAC1 antag = 7%	PI5P4K alpha inh = -4	WRN inhibitor = -13%	EPAC2 ag = 0%	CCT modulator = -5.3

SMILES: O=C(CSCC(=O)c1ccc([N+](=O)[O-])cc1)c1ccc([N+](=O)[O-])cc1
  PLK1 PBD block = ?	EPAC1 ag = 6%	IL-2 act = -0.4	EPAC1 antag = -8%	PI5P4K alpha inh = ?	WRN inhibitor = -9%	EPAC2 ag = 5%	CCT modulator = 1.4

SMILES: O=C(CCn1c(=O)oc2cc(Cl)ccc21)Nc1ccc(O)cc1
  PLK1 PBD block = 3%	EPAC1 ag = -7%	IL-2 act = -0.7	EPAC1 antag = 2%	PI5P4K alpha inh = 6	WRN inhibitor = -11%	EPAC2 ag = -5%	CCT modulator = 0.4

# (further entries)
SMILES | PLK1 PBD block | EPAC1 ag | IL-2 act | EPAC1 antag | PI5P4K alpha inh | WRN inhibitor | EPAC2 ag | CCT modulator
COc1ccc(NC(=O)c2ccc(NCCN3C(=O)CCC3=O)c([N+](=O)[O-])c2)cc1 | -6% | -11% | 1.2 | 4% | ? | -4%[11.6 µM] | -6% | -0.9
CCCC(=O)Oc1ccc2c(C)cc(=O)oc2c1 | -6% | 8% | 5.8 | -2% | 2 | -12% | 19% | 0.1
Cc1cc(C)cc(NS(=O)(=O)c2ccc(NC(=O)C3CCCCC3C(=O)O)cc2)c1 (stereo not drawn) | -8% | -3% | -3.9 | -11% | -2 | 9% | -3% | 2.5
CC1=NN(C(=O)Cc2ccc([N+](=O)[O-])cc2)C(O)(C(F)(F)C(F)(F)F)C1 (stereo not drawn) | -4% | -6% | 1.0 | -4% | 4 | -2% | 7% | -3.1
COc1ccc(C)cc1NC(=O)NNS(=O)(=O)c1ccc(NC(C)=O)cc1 | -9% | 13% | 1.4 | -12% | -8 | -32% | 13% | -0.8
CCOc1ccc(Cc2nn[nH]n2)cc1 | ? | 0% | -0.7 | -30% | -3 | 5% | -4% | -4.4
COc1ccc(Cl)cc1NC(=S)NCc1cccnc1 | -6% | 2% | -1.4 | -10% | -1 | -1% | 2% | -0.4
NS(=O)(=O)c1ccc(CCNC(=O)Cn2c(=O)c3cccn3c3cccnc32)cc1 | -16% | 6% | -3.3 | -27% | -12 | 0% | 10% | 0.4
O=Cc1ccc(Oc2ccc(F)cc2)nc1 | 2% | -2% | 0.9 | -18% | -6 | 0% | 1% | 2.5
COc1ccc(S(=O)(=O)N2CCN(C(=O)c3cccs3)CC2)cc1 | 0% | 17% | -0.7 | -14% | -1 | 0% | 11% | -0.3
Cc1c(C(=O)NCc2ccccc2C(F)(F)F)sc(=O)n1Cc1cccc(C(F)(F)F)c1 | -4% | -7% | -0.2 | -25% | 12 | -3%[57.1 µM] | -6% | -3.1
O=C(NCCCc1ccccc1)C1CCN(c2nnc(-n3cccc3)s2)CC1 | -13% | 1% | -2.7 | -11% | -3 | -3% | 18% | -0.8
COc1ccc(C(=O)Nc2ccc(-c3cn4ccsc4n3)cc2)cc1S(=O)(=O)N1CCOCC1 | -2% | -5% | -0.4 | 3% | . | -7% | -6% | -2.2
O=C(Nc1cccc(F)c1)C1CCCN(c2cnccn2)C1 (stereo not drawn) | 1% | -3% | 0.4 | 0% | -6 | 1% | 0% | -0.7
COC(=O)c1c(N)sc(C(=O)N2CCOCC2)c1C | -19% | 2% | 0.1 | -8% | 1 | -3% | 4% | -2.7
CCc1ccc(NC(=O)N2CCc3ccccc3C2)cc1 | -7% | 3% | -0.8 | -8% | -1 | -2% | 23% | -2.9
Cc1ccc2[nH]c(=O)c(CN(CCCN(C)C)C(=O)Nc3ccc(Cl)cc3)cc2c1 | -2% | -1% | 1.9 | 4% | . | 15% | 2% | 0.7
COc1cccc(C2C(C(N)=O)=C(C)Nc3nc(-c4cccc(Cl)c4)nn32)c1 (stereo not drawn) | ? | 5% | 0.5 | -10% | -13 | -8% | 7% | -1.7
COCCCNC(=O)c1ccc(C(=O)NCCCOC)cc1 | -2% | -1% | -2.6 | 11% | . | 10% | 2% | -1.7
COc1ccc(-c2cc(CNc3nc(NCc4ccccc4OC)nc4ccsc34)on2)cc1 | -6% | 0% | -0.6 | -5% | ? | -7% | 6% | 0.7
O=S(=O)(NCCCNS(=O)(=O)c1c(F)cccc1F)c1ccc2c(c1)OCCO2 | . | -11% | 0.4 | -4% | . | . | 9% | .
Cc1ccccc1S(=O)(=O)N1[C@@H](c2ccc(Cl)cc2)C(C(=O)O)=CC[C@H]1c1ccc(Cl)cc1 | 30µM* | -12% | -0.5 | -18% | 6 | -2% | 7% | -4.0
CCCn1nc(NC(=O)COC)c2cc3cccc(C)c3nc21 | -17% | 2% | -3.9 | -7% | 13 | -1% | -2% | -2.5
Cc1cc(C(C)(C)C)oc1C(=O)N(CC(=O)NC1CCCC1)Cc1ccccc1Cl | 1% | -4% | -0.8 | -8% | . | -9% | -17% | 0.2
COc1ccc(OC)c(/C=N/NC(=O)c2csc3ccccc23)c1 | -4% | 9% | 4.6 | -4% | -5 | -11% | 13% | -0.6
Cc1ccc(S(=O)(=O)/N=C(\c2ccccc2)N(C)S(=O)(=O)c2ccc(C)cc2)cc1 | -8% | 11% | 0.3 | -5% | 3 | -14% | 11% | -4.5
COC(=O)CCNS(=O)(=O)c1ccc2ccccc2c1 | -8% | 8% | 0.6 | -12% | 2 | 1% | 7% | -0.3
NC(=O)c1cc([N+](=O)[O-])ccc1NCC1CCCCC1 | -3% | -1% | -0.1 | -24% | -1 | 5% | 6% | 0.4
O=C(CN1C(=O)/C(=C2\SC(=S)N(C3CCS(=O)(=O)C3)C2=O)c2ccccc21)Nc1ccc(F)cc1 (stereo not drawn) | -10% | 7% | -2.1 | 8% | -10 | -6% | -11% | 0.1
O=C(N/N=C/c1ccc[nH]1)c1cccnc1 | 3µM* | 1% | 0.5 | 0% | ? | -7% | 0% | -0.6
CCc1c(C2(O)CCCCC2)[nH]c2ccc(C#N)cc12 | -18% | -25% | 1.1 | -11% | 4 | 2% | 2% | -1.3
O=C(CSc1nnnn1C1CCCC1)NCc1ccccc1 | -9% | -3% | -3.3 | -1% | 1 | 4% | -5% | -2.5
